Bioassay records: PubChem, National Center for Advancing Translational Sciences (NCATS)
TrxR1 inh: rat TrxR1 inhibition; AID 588453; hit rate 1% among 390,000; O89049; Potency, µM (top dose mostly 114 µM), for the others: at the top dose activity change, negative = inhibition, usual class: inhibitors; recombinant rTrxR1, NADPH fluorescence consumption, selenite substrate; also: potency is read from the fitted curve at half-maximal effect; % is scaled to controls: 0 for no effect and ±100 for the full control effect; nearly all actives have a fitted effect of over 65% in size
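Rat TrxR1 (90 nM in the dispensed reagent) was pre-reduced with 400 uM NADPH for 5 min at room temperature, then incubated with compound for 15 min. After 400 uM selenite was added, NADPH fluorescence (Ex 340/Em 450 nm) was followed for 8 min.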
PGK inhibitor: inhibitors of T. brucei phosphoglycerate kinase | P07378 | Potency, µM (titrated, usually from 57.5 µM), for the others: at the highest dose activity change, negative = inhibition, usual class: inhibitors | hit rate 0.043% among 380,000 | AID 602233 | PGK/GAPDH coupled, Kinase-Glo luminescence, 60 min; also: potency is read from the fitted curve at half-maximal effect; % is scaled to controls: 0 for no effect and ±100 for the full control effect; nearly all actives have a fitted effect of over 60% in size
Target sequence (P07378 whole entry, looked up): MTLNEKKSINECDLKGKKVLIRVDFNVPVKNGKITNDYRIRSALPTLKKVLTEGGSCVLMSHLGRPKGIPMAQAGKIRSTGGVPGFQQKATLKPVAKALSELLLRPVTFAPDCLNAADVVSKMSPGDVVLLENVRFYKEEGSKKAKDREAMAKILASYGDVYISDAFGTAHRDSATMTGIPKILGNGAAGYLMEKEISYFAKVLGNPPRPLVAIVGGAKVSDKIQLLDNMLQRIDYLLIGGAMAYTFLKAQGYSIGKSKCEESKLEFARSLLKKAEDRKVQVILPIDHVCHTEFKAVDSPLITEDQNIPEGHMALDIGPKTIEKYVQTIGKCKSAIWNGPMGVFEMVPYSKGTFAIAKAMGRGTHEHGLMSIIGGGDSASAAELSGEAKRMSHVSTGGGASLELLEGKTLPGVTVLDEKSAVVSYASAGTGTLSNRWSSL
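Luminescent ATP detection (Kinase-Glo Plus) follows a 60-minute room-temperature incubation, with wells lacking PGK as controls. Buffer: 100 mM TEA (pH 7.6), 5 mM MgCl2, 0.01% Tween-20. Coupling enzyme GAPDH (100 nM final) supplies unstable 1,3-BPG in-well.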
TrxR1 substrate: is turned over as a substrate by rat TrxR1; O89049; purified TrxR1 substrate turnover, NADPH consumption readout; Potency, µM (doses to about 114 µM), for inactives: top-dose activity change, negative = substrate turnover; hit rate 0.01% among 390,000; AID 588456; also: potency is read from the fitted curve at half-maximal effect; % is scaled to controls: 0 for no effect and ±100 for the full control effect; nearly all actives have a fitted effect of over 50% in size
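Rat TrxR1, dispensed at 90 nM, was prereduced with 400 uM NADPH (final) for 5 min at ~22 deg C, then incubated with compound 15 min before 400 uM selenite. A first-read NADPH fluorescence drop versus no-compound background flagged substrates.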
IDH1 R132H inh: human IDH1 R132H inhibition; O75874; IDH1-R132H enzyme, NADPH consumption, diaphorase/resazurin fluorescence; Potency, µM (doses to about 76.6 µM), without a hit: at the top dose activity change, negative = inhibition, hits mostly inhibitors; hit rate 0.093% among 390,000; also: potency is read from the fitted curve at half-maximal effect; % is scaled to controls: 0 for no effect and ±100 for the full control effect; nearly all actives have a fitted effect of over 65% in size
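IDH1-R132H (0.5 ug/mL dispensed) in pH 7.5 Tris buffer was preincubated 30 min with compound, then given a substrate mix of 0.016 mM NADPH and 2 mM alpha-KG for 80 min at room temperature; remaining NADPH was read by diaphorase/resazurin fluorescence.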
USP1-UAF1 inh: blocks the human USP1/UAF1 deubiquitinase complex; AID 743255; Potency, µM (titrated, usually from 57.1 µM), for inactives: top-dose activity change, negative = inhibition, hits mostly inhibitors; recombinant USP1/UAF1, Ub-Rhodamine cleavage fluorescence; hit rate 0.23% among 390,000; O94782; also: potency is read from the fitted curve at half-maximal effect; % is scaled to controls: 0 for no effect and ±100 for the full control effect; nearly all actives have a fitted effect of over 60% in size; inactives centre near -12
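USP1/UAF1 complex at 1 nM was preincubated with compound for 15 min at room temperature, then Ub-Rho substrate (150nM final) was added. Fluorescence (480/540 nm) was read kinetically, 6 reads every 60 seconds.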
HP1b chromo inh: inhibitors of HP1-beta chromodomain binding to methylated histone tails; hit rate 0.56% among 390,000; P83916; Potency, µM (top dose mostly 114 µM), for inactives: top-dose activity change, negative = inhibition, actives largely listed as inhibitors; AlphaScreen HP1-beta / biotin-H3K9me3 peptide binding; also: potency is read from the fitted curve at half-maximal effect; nearly all actives have a fitted effect of over 70% in size; inactives centre near 23
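AlphaScreen: HP1-beta (50 nM) preformed 30 min with biotin-H3(1-18)K9me3 peptide (50 nM) in PBS pH 7.4, 0.01% Tween-20. Compound added for 30 min at RT, then streptavidin donor/nickel chelate acceptor beads (10 ug/mL) for 30 min.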
GLS inh: glutaminase GLS (human) inhibition. O94925. GLS enzymatic activity, qHTS titration. Potency, µM (top dose mostly 45.5 µM), for the others: at the top dose activity change, negative = inhibition, actives largely listed as inhibitors. hit rate 0.21% among 410,000. AID 624170; also: potency is read from the fitted curve at half-maximal effect; % is scaled to controls: 0 for no effect and ±100 for the full control effect
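hKGA in 45 mM KH2PO4 pH 8.2, 0.02% Tween-20 with pin-transferred compounds; 1 mM L-glutamine (stock) plus glutamate oxidase/HRP/Amplex Red coupling added. Fluorescence read initially and after 30 min at RT.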
PI4K2A block: inhibitors of human PI4K2A; Q9BTU6; purified PI4K2A, ADP-Glo luminescence, 1 h; active compounds read low; activity change, negative = inhibition, % at 76.9 µM; hit rate 0.13% among 420,000; AID 1346378; in the data active = activity change below about -50%; inconclusive = mostly about -30% to -49%;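 also: -100% = wells without enzyme as full effect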
Target sequence (Q9BTU6 whole entry, looked up): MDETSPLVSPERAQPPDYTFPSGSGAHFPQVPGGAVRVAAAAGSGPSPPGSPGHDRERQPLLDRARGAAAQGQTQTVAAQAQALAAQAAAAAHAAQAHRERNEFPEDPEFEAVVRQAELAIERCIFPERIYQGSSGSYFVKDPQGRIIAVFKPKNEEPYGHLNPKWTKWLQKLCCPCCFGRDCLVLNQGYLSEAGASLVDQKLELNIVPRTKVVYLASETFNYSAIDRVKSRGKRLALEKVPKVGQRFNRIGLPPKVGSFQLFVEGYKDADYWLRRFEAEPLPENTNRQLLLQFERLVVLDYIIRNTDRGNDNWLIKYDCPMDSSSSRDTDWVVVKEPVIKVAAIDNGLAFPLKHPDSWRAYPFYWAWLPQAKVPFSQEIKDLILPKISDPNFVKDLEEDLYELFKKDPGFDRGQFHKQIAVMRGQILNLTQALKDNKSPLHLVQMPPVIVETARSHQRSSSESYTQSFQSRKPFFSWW
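Compounds are screened against recombinant PI4K2A using PI as substrate and ATP, the latter dispensed at 300 microM. Reactions run one hour at ambient temperature before ADP-Glo detection; full inhibition defined by wells lacking enzyme.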
Pin1 inhibitor: human Pin1 inhibition. AID 504891. Potency, µM (series often up to 115 µM), for the others: at the highest dose activity, negative = inhibition, actives largely listed as inhibitors. Pin1 FP peptide displacement, HiFluor488, 10 min. hit rate 0.009% among 390,000; active = well fitted inhibition curve with a large enough effect in the polarisation, with a control signal flat, not every such curve was filed as active; inconclusive = small, poorly fitted or top-dose-only effect, or effect the other way, or a change in a side signal; inactive = no such curve, though single readings can be large or run the other way; the % refers to the polarisation; also: potency is read from the fitted curve at half-maximal effect; % is scaled to controls: 0 for no effect and ±100 for the full control effect
Target sequence (Q13526 whole entry, looked up): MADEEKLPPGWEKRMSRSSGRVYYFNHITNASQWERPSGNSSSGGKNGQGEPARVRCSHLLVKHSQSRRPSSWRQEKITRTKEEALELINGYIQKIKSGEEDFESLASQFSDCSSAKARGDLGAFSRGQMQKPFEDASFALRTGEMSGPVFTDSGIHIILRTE
The depositor's hits bear a star; i = inactive; ? = inconclusive; . = not tested or not shown; [ ] = remark or other dose. Unless noted, calls follow the shape of the dose curve; as a rule, active = well fitted curve in the direction sought with a large enough effect; inconclusive = small, poorly fitted or top-dose-only effect, or another doubt; inactive = no such curve, though single readings can be large; an effect the other way counts as inactive or inconclusive. Some of the compounds tested; rates above refer to the full screens.

TrxR1 inh	PGK inhibitor	TrxR1 substrate	IDH1 R132H inh	USP1-UAF1 inh	HP1b chromo inh	GLS inh	PI4K2A block	Pin1 inhibitor	smiles
-5%	-1%	-2%	0%	-1%	-4%	39%[activator]	1	-6%	COc1ccc(N2CCN(C(=O)c3ccc(S(=O)(=O)NCc4ccco4)cc3)CC2)cc1
2%	-3%	-5%	9%	-21%	?	-3%	-7	-3%	CC(=O)Nc1ccc(N2CCCC(C)C2)c([N+](=O)[O-])c1 (stereo unspecified)
19%	2%	0%	-6%	-20%	38%	3%	-1	-1%	CN(C(=O)CSc1nc2ccc(NC(=O)COc3ccccc3Cl)cc2s1)c1ccccc1
5%[57.1 µM]	4%	4%[57.1 µM]	-2%	-20%	5%	2%	4	-6%	Cc1ccccc1N(CC(=O)NCC1CCCO1)C(=O)CNS(=O)(=O)c1ccc(F)cc1 (stereo unspecified)
-1%	-4%	-2%	0%	-14%	18%	-4%	15	-6%	Cc1ccc(C(=O)Nc2cc(C(F)(F)F)ccc2N2CCCCC2)cc1[N+](=O)[O-]
20%	i	14%	3%	3%	7%	-1%	0	-10%	OCc1nnc2c3ccccc3c(-c3ccccc3)nn12
18%	-4%	-6%	-5%	-7%	9%	-3%	-4	-2%	CCOC(=O)[C@@H]1[C@H]2COc3cc(OC)ccc3[C@@H]2N2C(=O)N(c3ccc(Cl)cc3)C(=O)[C@]12C
14%	3%	2%	-12%	1%	18%	0%	-3	-2%	O=C(CN1CCSC1=O)N1CCN(S(=O)(=O)c2ccccc2)CC1
10%	-9%	3%	4%	-20%	37%	1%	-1	-3%	S=C(Nc1ccccc1)N1CCn2c(nc3ccccc32)C1
-6%	-2%	-5%	-15%	-17%	34%	2%	-1	-1%	COc1ccc(C2=CC(=O)CC(C)(C)C2)cc1
-8%[57.1 µM]	-6%	-4%	-10%	-4%	-11%	0%	-1	1%	COc1cccc(-n2nnnc2SCC(=O)NCCc2ccc(OC)c(OC)c2)c1
-18%	-10%	1%	-8%	-16%	33%	-22%	-6	-2%	COc1cc(-n2c(-c3ccccc3)n[nH]c2=S)c(OC)cc1Cl
.	-3%	.	0%	-3%	.	-3%	-7	.	CN1OC[C@@H]2CN[C@H](c3ccc(-c4ccc(C#N)cc4)cc3)C[C@@H]21
20%	-7%	1%	-2%	-1%	-14%	-15%	9	-7%	COCC1CCCN(Cc2cn[nH]c2-c2cc3ccccc3o2)C1 (stereo unspecified)
9%[57.1 µM]	-3%	3%[57.1 µM]	1%	-2%	13%	3%	-1	3%	CC(C)(C)NC(=O)CSc1nnc(C2CC2)n1Cc1ccccc1
22%	-6%	0%	52µM*	-8%	-15%	-9%	11	0%	Cc1ccc(S(=O)(=O)Nc2ccc(S(=O)(=O)Nc3nccs3)cc2)cc1C
28%	3%	17%	1%	-26%	29%	1%	4	-3%	NC(=O)c1nc(C2CCCCC2)nc2c1[nH]c(=O)n2-c1ccc(F)cc1
17%	-3%	0%	9%	-17%	22%	-2%	1	1%	C/C(=N\NC(=O)C1CCCC1)c1ccc(Cl)cc1Cl
-22%	i	7%	5%	-13%	63%[activator]	.	5	4%	O=C(CCCn1c(=S)[nH]c2ccccc2c1=O)NC1CCCC1
19%	i	0%	1%	0%	32%	2%	-1	12%	Cc1cc(C)cc(NC(=O)N2CCC(N3CCCCC3)CC2)c1
-19%	1%	-10%	-9%	-13%	32%	-7%	0	2%	CCS(=O)(=O)N1CCc2cc(C(=O)Nc3cc(C)cc(C)c3)ccc21
2%[57.1 µM]	-13%	0%[57.1 µM]	-8%	?	2%	3%	-6	-12%	CCc1ccc(NC(=O)c2ccc(Cn3nc(N4CCN(c5ccccc5)CC4)ccc3=O)o2)cc1
24%[57.1 µM]	-9%	9%[57.1 µM]	-8%	-16%	10%	-1%	4	5%	Cc1[nH]c2ccccc2c1SCCN
17%[11.4 µM]	-4%	10%[57.1 µM]	22%	-10%	21%	2%	2	-5%	CC(C)(C)c1ccc(C(=O)c2c[nH]c(C(=O)O)c2)cc1
-3%	1%	-6%	-1%	-4%	37%	1%	-1	5%	CCOc1ccc2nc(Nc3nc(CSc4nnnn4-c4ccccc4)cc(=O)[nH]3)nc(C)c2c1
-20%	1%	-14%	21%	-25%	12%	2%	-1	?	N#C/C(=C\c1ccc(-c2cccc(Cl)c2)o1)C(=O)Nc1cccc(C(F)(F)F)c1
22%	-7%	5%	1%	3%	27%	1%	3	1%	CC(=O)c1cccc(NC(=O)N2CCCC2C(=O)NCc2ccccc2)c1 (stereo unspecified)
9%	-8%	-4%	-8%	?	33%	-3%	0	4%	Cc1ccc(C)c(N2CCN(C(=O)CCc3nnc4n(CC(C)C)c(=O)c5ccccc5n34)CC2)c1
-6%	1%	-4%	1%	-27%	24%	-4%	-2	-7%	Cn1c(SC/C=C/c2ccccc2)nnc1-c1cccs1
63%[activator]	-5%	166%[activator]	0%	-25%	53%[activator]	-15%	2	6%	Cc1cccc2c1-c1sc(C(=O)NCCCN3CCN(c4ccccc4F)CC3)cc1CO2

The listing continues.
TrxR1 inh	PGK inhibitor	TrxR1 substrate	IDH1 R132H inh	USP1-UAF1 inh	HP1b chromo inh	GLS inh	PI4K2A block	Pin1 inhibitor	smiles
10%[11.4 µM]	7%	7%[11.4 µM]	2%	4%	33%	3%	3	-8%	CCOC(=O)C(=O)N/N=C/c1cccc(Br)c1
13%[57.1 µM]	-5%	-7%	0%	-5%	33%	0%	-9	3%	Cc1cc(C)nc(SCC(CSc2nc(C)cc(C)n2)C(=O)O)n1
-3%	-4%	-6%	1%	-6%	30%	11%	1	0%	O=c1cc(O)c(-c2ccccc2Cl)c(Cl)[nH]1
?	i	-15%	0%	-13%	-10%	-12%	9	-4%	O=C(OCC(=O)N1CCN(C(=O)c2ccco2)CC1)c1ccccc1O
9%[57.1 µM]	-3%	11%[57.1 µM]	-5%	4%	30%	-1%	5	-1%	CC(C)C(NC(=O)C1CCC(C(C)(C)C)CC1)C(=O)NCc1cccnc1 (stereo unspecified)
23%[57.1 µM]	-1%	6%[57.1 µM]	-2%	-21%	11%	-15%	-4	-3%	CCOCCCNC(=O)C(NC(=O)Cc1c[nH]c2ccccc12)c1ccc(OC)cc1 (stereo unspecified)
0%[57.1 µM]	i	13%[57.1 µM]	-3%	-18%	18%	-6%	-8	4%	CCCCOC(=O)c1ccc(Nc2ncnc3[nH]ncc23)cc1
-6%	4%	2%	26%	-20%	16%	2%	-1	-6%	CC(=O)OCC1(C)CN(c2ccccc2)NC1=O (stereo unspecified)
-12%	-12%	-11%	-3%	-11%	38%	13%	6	2%	COc1ccc(/C=N/Nc2ccc(C(=O)O)cc2)cc1OC
10%	-1%	-2%	3%	-15%	20%	16%	0	-8%	CCCN(CCC)S(=O)(=O)c1ccc(C(=O)NNC(=O)c2cc(OC)c(OC)c(OC)c2)cc1
5%	1%	0%	2%	-11%	12%	20%	1	2%	O=C(Nc1ccccc1F)c1ccc2nc(N3C(=O)CCC3=O)sc2c1
-14%	8%	-10%	-16%	-1%	28%	3%	4	3%	CCOC(=O)C1=C(C)Nc2ccccc2N=C1NC(=O)c1cc(C)on1
7%	6%	6%	1%	2%	43%[activator]	17%	2	2%	COc1ccc(N(C(=O)Nc2ccc(Cl)cc2)C2=NCCC2)cc1
12%	-10%	-3%	5%	-24%	45%[activator]	-9%	0	13%	COc1ccc(N(C)S(=O)(=O)c2cccc(C(=O)N3CCN(c4cccc(C)c4C)CC3)c2)cc1
-34%[57.1 µM]	7%	18%[57.1 µM]	0%	0%	48%[activator]	-2%	-2	14%	CCn1nc(NC(=O)c2ccco2)c2cc3cc(C)ccc3nc21
?	-7%	3%	7%	-20%	35%	1%	1	-5%	O=C(NCC1(c2ccccc2)CCCC1)c1ccc(Br)o1
-24%	i	-13%	7%	-19%	9%	-2%	-4	75%[activator]	CCC1=NN2C(=N)/C(=C\c3cccn3-c3c(C)cccc3C)C(=O)N=C2S1
10%[57.1 µM]	0%	-9%	0%	-1%	37%	-15%	-3	-5%	NC(=O)CCn1nc(-c2ccc(Cl)cc2)c2ccccc2c1=O
-8%	-4%	-9%	-5%	-11%	16%	-10%	1	0%	O=C(NCCC1=CCCCC1)C1CCN(c2nnc(-n3cccc3)s2)CC1
6%	2%	2%	0%	1%	5%	16%	-2	-1%	Cc1cc(C)c(NC(=O)CS(=O)CC(=O)N2CCN(c3ccc(F)cc3)CC2)c(C)c1 (stereo unspecified)
-1%[57.1 µM]	-5%	-5%	-8%	-1%	6%	29%	-5	24%	CN(C)/C=C1/Sc2ccccc2C1=O
10%[0.457 µM]	-10%	10%	1%	-10%	30%	20%	-2	0%	O=C(CC1Nc2ccccc2NC1=O)NC1CCCCC1 (stereo unspecified)
.	1%	.	-11%	-4%	.	-1%	-6	.	COc1ccc(-c2noc(CCC(=O)Nc3cccc(C(=O)NC4CC4)c3)n2)cc1OC

Part of the list above, with tabs:
molecule	TrxR1 inh	PGK inhibitor	TrxR1 substrate	IDH1 R132H inh	USP1-UAF1 inh	HP1b chromo inh	GLS inh	PI4K2A block	Pin1 inhibitor
O=C(Nc1ccccc1F)c1ccc2nc(N3C(=O)CCC3=O)sc2c1	5%	1%	0%	2%	-11%	12%	20%	1	2%
CCOC(=O)C1=C(C)Nc2ccccc2N=C1NC(=O)c1cc(C)on1	-14%	8%	-10%	-16%	-1%	28%	3%	4	3%
